# IMP-1 inh = inhibitors of Pseudomonas aeruginosa IMP-1 metallo-beta-lactamase. 0.45% of 290,000 active. purified IMP-1, nitrocefin hydrolysis, epi-absorbance fluorescence. inhibition, % at 5.6 µM;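 active = inhibition above the mean plus 3 SD of all compounds in the same screening run, cut at about 4.5% in these data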;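 note: 0% = IMP-1 with DMSO and 100% = DMSO wells lacking enzyme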
#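 System: purified IMP-1; amount: IMP-1 0.2 nM before substrate addition; compound: single dose, 5.6 µM; times: 25 °C, 15 min preincubation, 25 min reaction; signal: Epi-absorbance via hydrolysed-nitrocefin quenching of white-plate fluorescence, 480/530 nm, EDTA stop; benchmarks: DMSO with and without IMP-1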
# MEKK2 WT-MEK5 = raises or lowers MEK5 binding to wildtype human MEKK2 PB1 domain; binding response (% of control), % at 10 µM; bead flow cytometry, Alexa488-MEK5 binding to MEKK2 WT; actives lie on both sides; AID 1531; 1.1% of 290,000 active; Q9Y2U5; in the data active = binding response below about 67% or above about 130%
# NS3 helicase inh = HCV NS3 helicase inhibition; NS3 helicase DNA unwinding, Cy5 molecular beacon fluorescence; inhibition, % at 10.9 µM; 0.56% of 290,000 active;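 active = inhibition above the mean of all tested compounds plus 3 SD, set per campaign, cut at about 35% in these data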;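 note: 0% = DMSO wells and 100% = thioflavine S control wells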
#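 Assay system – hepatitis C virus NS3 helicase domain fragment enzyme · Buffer or medium – MOPS pH 6.5, MgCl2, DTT, Tween20, BSA · Reagent – Cy5/quencher beacon DNA duplex and ATP to start · Compound – single 10.9 µM dose · Timing – 1 h at 25 °C · Technique – Cy5 beacon fluorescence read at start and 1 h · Measure – % inhibition of unwinding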
# MEKK2 mut-MEK5 = signal of MEK5 binding to mutant human MEKK2 PB1 domain. bead flow cytometry, Alexa488-MEK5 binding to MEKK2 mutant. percent response, % at 10 µM. 0.35% of 290,000 active; in the data active = percent response above about 24%, passing the limit was not always enough; note: inactives centre near 1; some results filed as inactive read as strong as hits
# VIM-2 inh = blocks Pseudomonas aeruginosa VIM-2 metallo-beta-lactamase | 0.89% of 290,000 active | AID 1527 | purified VIM-2, nitrocefin hydrolysis, epi-absorbance fluorescence | inhibition, % at 5.6 µM;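 active = inhibition above the mean of all tested compounds plus 3 SD, cutoff set per screening run, cut at about 7.5% in these data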;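 note: red hydrolysis product quenches plate fluorescence so inhibitors raise well fluorescence; 0% = enzyme with DMSO and 100% = DMSO without enzyme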
# PfM18AAP inh = PfM18AAP enzyme inhibition. recombinant PfM18AAP, H-Glu-NHMec fluorogenic cleavage. AID 1822. 1.2% of 290,000 active. inhibition, % at 7.35 µM;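 active = inhibition above the campaign mean inhibition over all tested compounds plus 3 SD, cut at about 28% in these data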;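 note: 0% = plate median of test compound wells and 100% = 2 mM ZnCl2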
# NALP1 yeast inh = blocks the NALP1 inflammasome reconstituted in yeast; S. cerevisiae NALP1/ASC/caspase-1 growth, X-gal OD620, 72 h; inhibition, % at 10 µM; 0.61% of 280,000 active; in the data active = inhibition mostly above about 24%, no sharp cut-off; inactive = mostly below about 32%; note: some compounds called inactive have numbers as strong as hits
# FID counter = displaces DNA intercalator in HCV helicase counter-screen; AID 1845; DNA fluorescent intercalator displacement, fluorescence; 0.17% of 290,000 active; inhibition, % at 7.9 µM; in the data active = inhibition above about 37%;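 note: 0% = vehicle and 100% = reference compound; higher means more ethidium bromide displaced from hairpin DNA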
# SUMO HTRF inh = blocks human SUMOylation mediated by UBC9; 0.36% of 290,000 active; inhibition, % at 35 µM; HTRF SUMOylation assay, SAE1/SAE2 + UBC9, in vitro; P63279; in the data active = inhibition above about 50%, passing the limit was not always enough; note: strong numbers were not always called active
# Target sequence (P63279 whole entry, looked up): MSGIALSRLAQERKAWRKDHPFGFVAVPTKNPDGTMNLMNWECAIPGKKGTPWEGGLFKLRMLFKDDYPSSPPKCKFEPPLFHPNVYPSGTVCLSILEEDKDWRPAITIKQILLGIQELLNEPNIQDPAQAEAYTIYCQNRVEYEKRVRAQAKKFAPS
# * hit, by the source's call; · = no result given; [ ] = another dose, or the depositor's remark.
Structure	IMP-1 inh	MEKK2 WT-MEK5	NS3 helicase inh	MEKK2 mut-MEK5	VIM-2 inh	PfM18AAP inh	NALP1 yeast inh	FID counter	SUMO HTRF inh
CCc1nc(SCC#N)c(C#N)cc1C	-2.5	102	4	2	-1.9	2	5	2	13
O=C(NC(=S)N(Cc1ccccc1)c1ccccn1)C1CC1	-4.3	101	4	13	-2.1	1	6	-5	14
CCCCCOc1ccc(CSc2n[nH]c(C)n2)cc1	-3.6	90	-10	-13	0.9	-1	22	-17	17
COc1ccc2cc(CN(CCCN3CCOCC3)Cc3nnnn3C3CCCCC3)c(=O)[nH]c2c1	-0.8	107	-2	3	1.8	20	8	7	8
CCOC(=O)Nc1cc(Br)c2c(c1)OCCO2	-3.5	-4.0*[inhibitor]	0	-20	-4.4	-2	18	1	8
COc1ccc(-c2cc(C(=O)O)nc3ccc4ccccc4c23)cc1OC	-1.2	98	-17	-5	-3.6	2	3	-25	24
O=S(=O)(NCC(c1cccnc1)N1CCN(c2ccccc2F)CC1)c1cccs1 (stereo not drawn)	-5.1	105	-7	5	-4.8	5	28	-22	9
Cc1ccccc1Nc1nc(=O)c2cc([N+](=O)[O-])ccc2s1	-1.6	99	-1	13	0.5	-1	17	0	3
COc1ccc(OC)c(Nc2nc3ccc(C)cc3n3cnnc23)c1	2.4	102	8	0	0.9	9	11	-19	7
COC(=O)c1cn(C)c2ccc(S(=O)(=O)N3CCCCC3)cc2c1=O	-5.0	94	0	-2	0.1	-10	10	-6	10
CCn1cc(Cl)c(C(=O)Nc2cc(C(=O)OC)cc(C(=O)OC)c2)n1	-3.1	96	7	0	-2.9	-7	15	-5	8
O=C(O)COc1ccccc1/C=N/NC(=O)CSc1nc2ccccc2c(=O)n1-c1ccccc1	-3.8	104	-2	5	-5.2	6	·	-34	-22
COc1ccc(-c2csc(NC(=O)CN3C(=O)C4CC=CCC4C3=O)n2)cc1OC (stereo not drawn)	0.0	97	-24	-5	0.1	-9	6	-42	7
COc1ccc(-n2c(SCC(=O)Nc3ccc(Cl)cc3)nc(O)c(Cc3ccccc3)c2=O)cc1	0.2	107	-12	8	1.1	-1	15	-45	-6
O=C(COC(=O)c1cc(S(=O)(=O)N2CCOCC2)cs1)c1ccccc1	-0.3	92	-8	-5	-0.4	0	-8	-7	0
O=C(CSc1nnc(-c2ccc(NS(=O)(=O)c3ccccc3)cc2)o1)NCC1CCCO1 (stereo not drawn)	-2.8	103	7	-2	-1.2	5	15	-19	19
Cc1ccccc1OCC1CN(CN2CCOCC2)C(=O)O1 (stereo not drawn)	0.6	109	3	2	-2.6	-5	-14	0	-1
CN(C)C(=O)CN1C(=O)NC2(CCc3ccccc32)C1=O (stereo not drawn)	-3.7	97	5	0	-2.7	-3	13	-2	10
CCN(CC)CCNC(=O)c1ccc(NC(=O)c2cc(-c3ccco3)nc3ccccc23)cc1	-1.1	121	-41	12	2.4	6	0	26	22
Cc1ccsc1/C=N/NC(=O)c1cc(-c2ccncc2)nc2ccccc12	-2.4	95	5	0	-5.5	0	-6	-13	-6
O=C(Nc1nc2ccccc2s1)c1cc(-c2ccccc2)nn1-c1ccccc1	-3.5	106	2	0	-3.9	3	12	0	-8
CC(C)N1C2OC(C3OC4C(O3)N(C(C)C)S(=O)(=O)N4C(C)C)OC2N(C(C)C)S1(=O)=O (stereo not drawn)	-0.9	100	0	-1	-1.6	-7	-3	-7	9
CCCOC(=O)CSC1=C(C#N)C(c2ccccc2Cl)CC(=O)N1 (stereo not drawn)	-2.6	·	-3	·	-3.7	1	11	-7	1
Cc1nn(-c2ccccc2)c(C)c1NC(=O)COC(=O)c1cc([N+](=O)[O-])ccc1NCCO	-1.3	104	4	2	-1.5	6	18	-22	-14
CCCCc1nc(S(=O)(=O)c2ccc(Cl)cc2)c(N2CCOCC2)o1	-5.5	90	3	1	-4.7	4	-4	2	4
COCC(C)n1c(C)cc(C(=O)CSc2nnc(N)s2)c1C (stereo not drawn)	-4.5	100	9	-1	-3.9	-6	-2	-11	5
O=C(O)CC/C(=C\c1ccc(Cl)c([N+](=O)[O-])c1)c1nc2ccccc2s1	0.1	98	25	-3	9.2*	2	20	-29	10
CCCCCC(=O)N/N=C/c1ccc(N(C)C)cc1	1.1	95	-3	-1	-0.7	9	37	-8	7
CCCCC(=O)NC(=S)Nc1cccc(C(=O)O)c1	-2.9	104	13	3	-4.3	-2	-11	-7	12
CCOC(=O)C1CCCN(C(=O)C2CCN(S(=O)(=O)c3cnc[nH]3)CC2)C1 (stereo not drawn)	-0.3	96	-7	-1	-0.9	-3	-4	-1	0
CC(=O)N1c2ccc(S(=O)(=O)N(C)CC(=O)NC(C)c3ccccc3)cc2CC1C (stereo not drawn)	-0.4	95	2	-2	-3.4	-4	22	-40	-2
CCOC(=O)c1c(CSC(=N)N)n(C)c2cc(Br)c(OC(C)=O)cc12	-4.0	119	-61	0	3.1	4	·	13	-16
COc1ccc2[nH]c3c(N4CCC(O)(c5cccc(C(F)(F)F)c5)CC4)ncnc3c2c1	-2.1	126	-46	14	0.0	0	-1	6	-10
COc1cccc(-c2nnc3sc(-c4ccc(C)cc4)nn23)c1	-2.1	·	-4	·	-6.2	11	12	-2	13
CN1CCN(Cc2nc3ccccc3c(=O)n2Cc2nc(-c3ccccc3F)cs2)CC1	-1.4	133	-29	34	-2.6	0	37	14	-3
CCC(C)NC(=O)CSc1nc2cc3c(cc2c(=O)n1Cc1ccco1)OCO3 (stereo not drawn)	0.2	86	-12	-9	-0.9	-5	0	12	21
CCOC(=O)c1c(NC(=S)Nc2ccc(OC)cc2)sc2c1CCCCC2	-4.7	95	3	-2	-3.5	0	4	0	5
S=C1NCCOCCOCCOCCOCCN1	-4.6	99	-18	0	-1.4	-13	9	-1	5
CCC(=O)Nc1cccc(C2=NOC3(C2)C[C@H](C(N)=O)N(C(=O)Cc2ccc([N+](=O)[O-])cc2)C3)c1 (stereo partly drawn)	·	95	·	-5	·	·	-12	·	0
Cc1ccc(OCCCOc2cccc3cccnc23)cc1C	-2.6	115	-5	11	0.0	-2	16	-26	3
COc1cc(C)c(Cl)cc1S(=O)(=O)n1ccnc1C	-3.0	97	15	-1	1.6	-4	37	2	-20
Cc1nc(-c2ccc(NC(=O)Cc3ccccc3)cc2)cs1	0.9	97	0	-17	-1.4	3	28	-18	8
Cc1nnc(-c2cnn(C)c2N)n1CCCN(C)C	-1.4	95	-18	-5	1.8	-9	-5	3	17
O=C(Nc1ccc2ccccc2c1)c1ccc(Br)o1	-1.3	95	-5	-3	0.1	-1	9	-14	0
COc1cc(C(=O)NC2CC(C)(C)NC(C)(C)C2)cc(OC)c1OC	-2.2	101	-9	4	-1.8	0	-1	1	10
O=C(NN1C(=O)/C(=C\c2cccnc2)SC1=S)c1ccco1	2.0	92	13	-5	-0.8	19	-13	6	2
CCOC(=O)c1c(C)[nH]c(C2=NNC(=Nc3ccc(OCC)cc3)SC2)c1C	-1.9	105	-8	1	-1.7	-11	31	-19	-6
CCc1ccc(-c2cc(C)no2)cc1S(=O)(=O)N1CCOc2ccccc21	-2.2	95	-5	1	-1.9	-2	26	-29	5
O=C(/C(=C(\[O-])c1ccccc1)[n+]1ccc2ccccc2c1)c1ccc([N+](=O)[O-])cc1	-1.8	102	12	-1	-4.7	1	16	-9	-6
Cc1c(C(=O)N2CCCC(C)C2)sc2ncnc(N3CCCCC3C)c12 (stereo not drawn)	-1.4	101	4	-3	-2.0	1	7	-36	3
CCc1ccc(N2CCN(CCNC(=O)Nc3ccc(OC)cc3)CC2)cc1	-0.3	117	-56	3	0.1	1	11	17	20
CC1CCCN(CC(=O)Nc2cccc([N+](=O)[O-])c2)C1 (stereo not drawn)	-2.5	110	0	13	-3.4	9	30	1	3
O=C(CSc1ccc2c(c1)OCCO2)Nc1cccnc1	4.3	100	7	-50	1.1	-12	-11	2	23
Cc1nn(C)c(C(=O)N/N=C/c2cccc3ccccc23)c1Cl	-1.5	101	5	1	-3.3	2	15	-16	-7
C(=C\c1ccccc1)/CSc1nnc(-c2cccnc2)o1	-0.8	104	-10	2	1.9	2	9	-12	4
COc1ccc(Cc2nc3ccc(C(=O)NC(C)c4cnn(C)c4)cc3o2)cc1 (stereo not drawn)	0.8	92	5	-7	-0.3	-17	7	-39	13
Cc1cccc(-n2ncc3c(NCc4cccnc4)ncnc32)c1	·	94	·	-7	·	·	8	·	4
CCc1nnc(NC(=O)CN2C(=O)c3ccccc3S2(=O)=O)s1	0.6	100	4	-1	-3.3	5	-2	-1	8
O=C1CC(Sc2nnc(-c3ccccc3)o2)C(=O)N1c1ccccc1 (stereo not drawn)	-2.1	103	-2	1	-2.4	-117	14	-9	-10
O=C1NN(c2ccccc2)C(=O)C2C1C1C=CC2C12CC2 (stereo not drawn)	-3.9	112	8	10	-1.3	-8	20	-1	5

# Continuation:
Structure	IMP-1 inh	MEKK2 WT-MEK5	NS3 helicase inh	MEKK2 mut-MEK5	VIM-2 inh	PfM18AAP inh	NALP1 yeast inh	FID counter	SUMO HTRF inh
COc1ccc(NC(=O)CC(C)(C)C)c([N+](=O)[O-])c1	-1.5	98	6	4	-1.3	-4	40	3	-9
CCC(C)NC(=O)Nc1ccc(C)cc1C (stereo not drawn)	-2.4	91	-11	-7	-1.3	5	9	1	-1
CC(OC(=O)/C=C/c1cccs1)C(=O)Nc1ccc(S(N)(=O)=O)cc1 (stereo not drawn)	-2.7	101	8	1	-2.8	-5	22	-3	-2
CCOCCCN1CC(C(=O)NCCc2ccccc2)CC1=O (stereo not drawn)	-0.2	104	-2	7	-0.8	-7	10	-1	-8
CNC(=O)CSc1nc2nc(C)cc(C)n2n1	-2.1	97	1	5	0.6	-1	4	4	18
CC(C)C(=O)N1CCC2(CC1)Oc1ccc(Cl)cc1C(=O)C21CC(c2cccnc2)=NO1 (stereo not drawn)	·	97	·	5	·	·	5	·	-6
COC(=O)c1ccc(CNC(=O)c2cc3ccccc3oc2=O)cc1	-3.5	102	-1	1	-2.3	4	-12	1	11
O=C(O)CSc1nnc(-c2ccncc2)n1C1CCCCC1	-2.5	95	5	-2	0.2	-6	23	-3	-3

# Reprinted at random: four compounds from above.
Structure	IMP-1 inh	MEKK2 WT-MEK5	NS3 helicase inh	MEKK2 mut-MEK5	VIM-2 inh	PfM18AAP inh	NALP1 yeast inh	FID counter	SUMO HTRF inh
CCOCCCN1CC(C(=O)NCCc2ccccc2)CC1=O (stereo not drawn)	-0.2	104	-2	7	-0.8	-7	10	-1	-8
CCOC(=O)c1c(CSC(=N)N)n(C)c2cc(Br)c(OC(C)=O)cc12	-4.0	119	-61	0	3.1	4	·	13	-16
Cc1ccccc1OCC1CN(CN2CCOCC2)C(=O)O1 (stereo not drawn)	0.6	109	3	2	-2.6	-5	-14	0	-1
COC(=O)c1cn(C)c2ccc(S(=O)(=O)N3CCCCC3)cc2c1=O	-5.0	94	0	-2	0.1	-10	10	-6	10
